From PubChem
RGS7-Gao = regulators of human RGS7-Galphao interaction; AID 1439; Multiplexed bead flow cytometry, RGS7-Galphao binding; actives lie on both sides; P09471; binding response (% of control), % at 10 µM; 220,000 tested, 0.35% active; in the data active means binding response below about 49% or above about 150%; inconclusive means no clear call, values can overlap the other calls; inactive means in between;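 further: fluorescent Galphao held in activated GDP-AlF4 state binding bead-coupled RGS7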
Bcl-B Bim block = disrupts Bim peptide binding to human Bcl-B | 190,000 tested, 0.073% active | Q9HD36 | inhibition, % at 10 µM | bead-based flow cytometry;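 further: 0% = tracer peptide without compound and 100% = reference inhibitor peptide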
Bim-Bcl-2 = disrupts Bim peptide binding to human Bcl-2. P10415. Bead-based flow cytometry, Bim peptide-Bcl-2 binding. inhibition, % at 10 µM. 190,000 tested, 0.06% active; in the data active means inhibition above about 40%; inconclusive means no clear call, values can overlap the other calls;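 further: 0% = no compound wells with probe peptide and 100% = reference peptide inhibitor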
Target sequence (P10415 whole entry, looked up): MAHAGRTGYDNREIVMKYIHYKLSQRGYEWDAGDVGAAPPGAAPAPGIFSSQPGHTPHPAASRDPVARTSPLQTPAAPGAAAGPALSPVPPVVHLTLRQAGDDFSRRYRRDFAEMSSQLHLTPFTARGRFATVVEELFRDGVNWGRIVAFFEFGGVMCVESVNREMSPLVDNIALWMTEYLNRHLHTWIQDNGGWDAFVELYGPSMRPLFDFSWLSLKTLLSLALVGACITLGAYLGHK
Bfl-1 Bim block = disrupts Bim binding to human Bfl-1; Q16548; Bead-based flow cytometry, Bim-Bfl-1 binding inhibition; inhibition, % at 10 µM; 190,000 tested, 0.12% active; AID 1008;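 further: 0% = wells without compound plus tracer and 100% = blocker peptide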
RGS8-Gao = regulators of human RGS8-Galphao interaction. 220,000 tested, 0.34% active. multiplexed bead flow cytometry, RGS8-Galphao binding; actives lie on both sides. response (percent of control binding), % at 10 µM. P09471; in the data active means response below about 60% or above about 140%; inactive means in between;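 further: Galphao activated as the GDP aluminium fluoride complex binding bead-coupled RGS8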
Bim-Mcl-1 = inhibitors of Bim-Mcl-1 interaction, human; Q07820; Bead-based flow cytometry, Bim peptide-Mcl-1 binding; inhibition, % at 10 µM; 190,000 tested, 0.1% active;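 further: 0% = no compound tracer wells and 100% = peptide blocker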
Target sequence (Q07820 whole entry, looked up): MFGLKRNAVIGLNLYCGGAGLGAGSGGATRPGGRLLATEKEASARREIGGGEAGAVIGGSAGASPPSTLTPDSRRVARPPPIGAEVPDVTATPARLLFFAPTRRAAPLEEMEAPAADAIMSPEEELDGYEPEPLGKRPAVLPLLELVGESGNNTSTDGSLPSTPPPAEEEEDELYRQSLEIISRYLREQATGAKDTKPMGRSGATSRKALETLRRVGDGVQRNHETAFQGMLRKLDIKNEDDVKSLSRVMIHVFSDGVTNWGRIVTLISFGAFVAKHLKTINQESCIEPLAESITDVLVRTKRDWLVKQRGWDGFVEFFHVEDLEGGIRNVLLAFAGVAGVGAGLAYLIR
RGS4-Gao reg = modulates binding of RGS4 to human Galphao | Multiplexed bead flow cytometry; actives lie on both sides | binding response (% of control), % at 10 µM | P09471 | 220,000 tested, 0.33% active; in the data active means binding response below about 49% or above about 150%; inactive means in between;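 further: fluorescent Galphao activated with aluminum fluoride binding bead-coupled RGS4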
Bcl-XL Bim block = inhibitors of Bim-Bcl-XL interaction, human; 190,000 tested, 0.04% active; Q07817; AID 1007; inhibition, % at 10 µM; Bim peptide-Bcl-XL binding, bead flow cytometry, fluorescence
Target sequence (Q07817 whole entry, looked up): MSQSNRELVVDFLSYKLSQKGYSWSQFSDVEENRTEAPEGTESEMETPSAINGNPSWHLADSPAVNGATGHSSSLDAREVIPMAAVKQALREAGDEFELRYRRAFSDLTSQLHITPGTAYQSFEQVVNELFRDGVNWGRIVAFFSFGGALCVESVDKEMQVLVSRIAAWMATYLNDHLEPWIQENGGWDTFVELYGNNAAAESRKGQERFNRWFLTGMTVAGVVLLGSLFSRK
Bcl-W Bim block = disrupts Bim peptide binding to human Bcl-W. Q92843. bead-based flow cytometry. inhibition, % at 10 µM. 190,000 tested, 0.02% active;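 further: 0% = bound tracer without compound and 100% = peptide blocker; higher means less fluorescent Bim peptide bound to Bcl-W beads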
Target sequence (Q92843 whole entry, looked up): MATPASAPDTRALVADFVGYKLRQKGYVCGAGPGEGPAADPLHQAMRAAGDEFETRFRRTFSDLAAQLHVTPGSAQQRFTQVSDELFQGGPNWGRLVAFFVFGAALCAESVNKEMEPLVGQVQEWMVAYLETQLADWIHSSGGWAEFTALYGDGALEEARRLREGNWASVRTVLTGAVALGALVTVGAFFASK
GSH bead fluor = compound fluoresces at 488/530 nm on GSH beads | fluorescence (KMESF) at 10 µM | GSH beads flow cytometry, compound fluorescence 488/530 nm; stronger effect = higher value | AID 1776 | 190,000 tested, 0.25% active; in the data active means fluorescence above about 89;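 further: glutathione beads carrying GST-tagged Bcl family fusion proteins plus one bare bead set; values are compound well signal with DMSO vehicle wells as background; inactives centre near 16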
Mcl1-Bid inh = disrupts binding of human Mcl-1 to Bid peptide; TR-FRET Mcl-1/Bid-Dy647 peptide binding, 1536-well; inhibition, % at 21.7 µM; 220,000 tested, 0.97% active; AID 1021;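 active means compounds that cut the binding signal by more than half at the single screening dose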;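 further: His-tagged Mcl-1 with europium anti-His antibody binding Bid BH3 peptide; 0% = Mcl-1 plus peptide wells and 100% = peptide-only wells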
An asterisk follows results filed as active; ? = inconclusive. Unless noted, no stated cut-off is given here; in the data, active means inhibition above about 40%.

RGS7-Gao,Bcl-B Bim block,Bim-Bcl-2,Bfl-1 Bim block,RGS8-Gao,Bim-Mcl-1,RGS4-Gao reg,Bcl-XL Bim block,Bcl-W Bim block,GSH bead fluor,Mcl1-Bid inh,structure
100.6,-9.0,-11.0,-16.0,100.9,-3.0,102.2,-11.0,0.0,33,-24.0,CC(=O)C1=C(C)NC(=O)NC1c1ccccc1OCC(=O)NCCc1ccccc1 (configuration not stated)
97.1,-6.0,-2.0,-3.0,99.4,-3.0,102.7,-4.0,-3.0,10,-62.1,CCOC(=O)c1cc2c(ccn2C)n1CC(=O)N(Cc1ccccc1)c1ccccc1
97.4,-13.0,-12.0,-14.0,96.7,-4.0,94.1,-5.0,-2.0,34,-11.0,CN(c1cccc(NC(=O)Cc2ccccc2)c1)S(C)(=O)=O
104.3,-4.0,-1.0,0.0,101.1,-1.0,104.5,-3.0,0.0,15,4.7,Fc1ccc2nc(N3CCCCC3)sc2c1
?,-2.0,0.0,0.0,96.7,5.0,95.5,-2.0,-1.0,13,-16.1,CCOc1ccc(OCC(=O)Nc2ccc(OC)cc2[N+](=O)[O-])cc1
99.7,-2.0,0.0,-4.0,103.4,-1.0,101.7,-1.0,1.0,13,-19.0,CC1(C)CN(c2ccc(N3CC(C)(C)C3=O)cc2)C1=O
104.5,-14.0,-2.0,-9.0,105.9,-8.0,103.3,-10.0,-8.0,18,-6.5,O=C(NCc1ccc(Cl)cc1)C1CCN(S(=O)(=O)c2cc([N+](=O)[O-])ccc2Cl)CC1
94.6,-4.0,-3.0,-6.0,95.4,2.0,99.5,-3.0,0.0,19,2.3,Cc1cc(F)ccc1N1CCC(N2CCN(C(C)C)C(CCO)C2)CC1 (configuration not stated)
99.7,-11.0,2.0,4.0,99.7,-2.0,102.2,-5.0,0.0,21,-14.6,N[C@@H](C(=O)N[C@@H]1C(=O)N2C(C(=O)O)=C(Cl)CS[C@H]12)c1ccccc1
113.3,0.0,0.0,3.0,113.6,2.0,104.9,2.0,2.0,18,-26.3,O=C(O)C1C2C=CC3(CN(Cc4ccco4)C(=O)C13)O2 (configuration not stated)
99.3,-7.0,-10.0,-14.0,101.5,-1.0,100.7,-7.0,-1.0,18,-8.3,O=C(CCN1CCN(CCO)CC1)Nc1ccc(F)c(F)c1
85.6,-5.0,-4.0,0.0,99.1,-4.0,93.1,-5.0,-1.0,10,-8.3,COc1cc(C)ccc1OCCOCCOc1ccc([N+](=O)[O-])cc1
99.9,-4.0,-5.0,-10.0,101.3,0.0,102.7,-3.0,2.0,22,-16.6,CCN(CC)CCCNC(=O)c1cc2c(=O)n(C)c3ccccc3c2n1C
98.5,-9.0,-10.0,-14.0,98.8,-2.0,100.5,-9.0,6.0,52,-41.9,COc1cc(NC(=O)c2cc3sccc3n2C)cc(OC)c1
101.3,-4.0,-5.0,-13.0,100.7,2.0,102.5,-11.0,1.0,44,-109.1,O=[N+]([O-])c1ccccc1/C=N/N1CCN(c2ccccn2)CC1
99.5,-2.0,1.0,1.0,99.6,-1.0,103.1,0.0,1.0,13,3.7,O=C(Nc1nc2c(s1)C(=O)CCC2)c1ccccc1
98.5,0.0,0.0,0.0,98.8,1.0,97.3,-3.0,-3.0,8,-23.7,CCn1c(=O)c(C)nn2c3ccccc3nc12
95.5,-4.0,0.0,0.0,71.2,-1.0,90.7,-4.0,-2.0,20,5.2,COc1ccc(-c2cc(C(F)(F)F)nc(NCc3cccs3)n2)cc1
107.5,-4.0,-5.0,-4.0,103.5,-1.0,106.7,-1.0,-2.0,10,-6.0,Cc1cc(OCC(=O)N(C(C)C)C(C)C)ccc1Cl
112.6,-8.0,-6.0,-10.0,107.0,-6.0,108.1,-8.0,-7.0,9,-2.9,O=C(NNS(=O)(=O)c1ccccc1)C(O)(c1ccccc1)c1ccccc1
102.9,-5.0,1.0,-4.0,105.2,-2.0,107.0,-2.0,-2.0,11,-5.3,COCC(C)N=C1NN=C(c2ccc(NC(C)=O)cc2)CS1 (configuration not stated)
96.3,3.0,1.0,6.0,98.9,-4.0,99.8,3.0,2.0,14,-29.0,O=C1CCCC(O)=C1C=NCc1ccccc1
89.6,-13.0,-2.0,0.0,73.5,-4.0,90.8,-10.0,-4.0,10,-17.7,O=C(c1ccccc1)N1CCN(c2ccc([N+](=O)[O-])c(NCc3cccnc3)c2)CC1
98.5,-6.0,-6.0,-9.0,101.5,-2.0,99.9,-7.0,-4.0,17,-5.3,Cc1ccc2c(c1)N(CC(=O)c1cccc(Cl)c1)C(=O)C(C)O2 (configuration not stated)
?,0.0,-1.0,-4.0,100.2,-1.0,103.2,2.0,0.0,13,-10.8,COc1ccc(/C=C/C(=O)N[C@H](C(=O)O)C(C)C)cc1
101.0,-6.0,-2.0,-2.0,102.5,-6.0,99.5,-7.0,-3.0,11,1.6,O=C(Cc1ccccc1)N/N=C/c1cc2c(cc1Cl)OCO2
96.4,3.0,1.0,4.0,91.9,0.0,95.1,0.0,1.0,11,9.3,O=C(O)CSc1nc(-c2cccs2)cc(C(F)(F)F)n1
101.0,-7.0,-8.0,-12.0,101.3,0.0,100.7,-3.0,-1.0,44,-39.1,C=CCOc1cccc(C2/C(=C(/O)c3ccc(F)cc3)C(=O)C(=O)N2CCN2CCOCC2)c1 (configuration not stated)
100.4,-4.0,-3.0,-1.0,99.5,-10.0,98.4,-5.0,-7.0,10,-5.5,CCCc1sc(N)nc1-c1ccc(Cl)cc1
101.3,-8.0,-11.0,-13.0,99.2,-7.0,101.8,9.0,-1.0,49,8.1,Cn1c(CS(=O)Cc2c(Cl)cccc2Cl)nnc1SCc1ccc(Cl)cc1 (configuration not stated)
96.2,-11.0,-16.0,-23.0,99.4,-7.0,98.7,-9.0,-4.0,23,-2.0,Nc1cc(=O)[nH]c(SCC(=O)N2CCc3ccccc3C2)n1
101.0,-6.0,-17.0,-18.0,101.7,-4.0,100.8,-10.0,-3.0,24,-3.6,CCOCCOC(=O)CCSc1n[nH]c(=O)[nH]c1=O
95.3,3.0,2.0,8.0,95.7,2.0,96.1,-1.0,0.0,13,-21.1,O=C(N/N=C/C1C(c2ccccc2)C1(Cl)Cl)c1cccc(Cl)c1 (configuration not stated)
94.8,-6.0,-3.0,-1.0,97.2,-1.0,95.8,-5.0,-5.0,25,-15.4,O=C(c1cc2ccccc2oc1=O)N(Cc1ccccc1)C1CCS(=O)(=O)C1 (configuration not stated)
106.1,-2.0,-1.0,-5.0,101.4,2.0,106.3,2.0,1.0,14,-33.0,CC(=O)N1CCCc2cc(S(=O)(=O)NC(C(=O)NC(C)c3ccccc3)C(C)C)ccc21 (configuration not stated)
94.9,-5.0,-2.0,-5.0,101.1,1.0,100.2,3.0,0.0,27,3.2,C=CCNC(=O)c1ccncc1
87.1,-7.0,-6.0,-5.0,91.1,-1.0,85.8,-2.0,-1.0,11,0.0,CN1c2ccccc2-c2nc3ccccc3n2C1c1cccs1 (configuration not stated)
102.1,0.0,2.0,0.0,104.4,1.0,95.3,0.0,3.0,13,-14.7,Cc1cccc(NC(=O)Nc2cccc(F)c2)n1
101.5,-2.0,-2.0,-10.0,101.8,4.0,101.0,-1.0,0.0,24,-41.6,O=C(CCn1[nH]c(=O)c2ccccc2c1=O)OC1CCCCC1
?,0.0,-3.0,-1.0,100.5,-1.0,101.6,0.0,-1.0,15,-10.1,CCOC(=O)c1c(C)[nH]c(C)c1C(=O)COC(=O)c1cc(OC)c(OC)cc1OC
99.3,-2.0,-4.0,-9.0,101.8,0.0,102.3,-3.0,7.0,4,-8.4,CCC(CC)NC(=O)COC(=O)c1ccc(NS(=O)(=O)c2ccc3c(c2)OCCO3)cc1
89.7,-2.0,-4.0,-5.0,94.9,0.0,89.7,-2.0,-1.0,19,1.4,COC(=O)c1ccc(NC(=O)Cn2cnc3c(nnn3-c3cccc(OC)c3)c2=O)cc1
105.6,-9.0,-7.0,-10.0,104.1,-1.0,113.3,-2.0,0.0,38,5.4,Cc1ccc(C)c2[nH]c(=O)c(CN(CCN3CCCC3)C(=O)Nc3ccc(F)cc3)cc12
97.6,-2.0,1.0,-1.0,88.7,-3.0,96.3,1.0,0.0,11,11.1,O=C(CC1C(=O)NC2CCCCC2N1C(=O)c1ccc(F)cc1)Nc1ccccc1 (configuration not stated)
100.3,-9.0,-8.0,-13.0,100.5,-2.0,100.8,-7.0,-1.0,24,58.3*,CCOc1cccc(OCCCCn2ccnc2)c1
98.5,-2.0,-4.0,-2.0,99.3,-2.0,99.4,-2.0,-4.0,26,-2.6,CCOC(=O)CC(NC(=O)c1ccco1)c1ccc(OC)cc1 (configuration not stated)
103.0,-5.0,2.0,1.0,106.3,0.0,101.6,0.0,2.0,12,-22.3,CCOc1ccc2oc(C(=O)Nc3ccc(N4CCOCC4)cc3)c(C)c2c1
96.2,-5.0,-3.0,-3.0,96.5,-3.0,100.5,-5.0,-5.0,12,-4.2,Cc1c(N(C(=O)CNC(=O)c2ccccc2)C2(C(=O)NC3CCCC3)CCCCC2)c(=O)n(-c2ccccc2)n1C
96.7,-2.0,-2.0,-3.0,100.2,-1.0,98.2,-2.0,0.0,12,-5.7,O=C(Nc1ccc(Cl)cc1)Nc1cccc(C(=O)O)c1
100.2,-11.0,-9.0,-8.0,99.6,-3.0,99.7,-11.0,-9.0,16,-18.6,Cc1c(C(=O)NCCCN2CCOCC2)sc2nc(-c3ccccc3)cn12
93.2,-13.0,-7.0,-13.0,93.7,-2.0,93.9,-3.0,-1.0,28,7.2,CC(=O)N1N=C(c2ccco2)CC1c1cccs1 (configuration not stated)
98.7,-7.0,-1.0,-1.0,103.7,-4.0,99.7,-2.0,-2.0,24,0.3,CN1CCN(C(=O)c2cnn3c(C(F)(F)F)cc(-c4cccs4)nc23)CC1
102.0,-3.0,-1.0,0.0,100.3,-4.0,102.4,0.0,-1.0,17,-3.5,Nc1nnc(Cc2ccc(Cl)cc2)s1
98.2,-1.0,3.0,1.0,101.5,-1.0,99.6,0.0,0.0,17,-6.3,CNC(=O)C1=NCCCc2cc(OC)c(OC)cc21
101.8,-1.0,-1.0,-3.0,102.7,-1.0,103.8,-4.0,-1.0,11,-3.3,Cc1ccnc(NS(=O)(=O)c2ccc(NC(=O)c3cc(-c4ccccc4)nc4ccccc34)cc2)n1
104.4,-7.0,-4.0,-13.0,101.4,-4.0,101.2,-5.0,0.0,24,-11.7,COc1ccc(NS(=O)(=O)c2ccc(NC(=O)c3cnn4c(C(F)F)cc(-c5ccc(C)cc5)nc34)cc2)cc1

Entries listed so far printed as active in Mcl1-Bid inh:
RGS7-Gao,Bcl-B Bim block,Bim-Bcl-2,Bfl-1 Bim block,RGS8-Gao,Bim-Mcl-1,RGS4-Gao reg,Bcl-XL Bim block,Bcl-W Bim block,GSH bead fluor,Mcl1-Bid inh,structure
100.3,-9.0,-8.0,-13.0,100.5,-2.0,100.8,-7.0,-1.0,24,58.3*,CCOc1cccc(OCCCCn2ccnc2)c1
